Screens deposited in PubChem by National Center for Advancing Translational Sciences (NCATS).
Sm TGR block – qHTS Assay for the Inhibitors of Schistosoma Mansoni Peroxiredoxins; AID 485364, 2010; purified TGR, DTNB reduction, TNB absorbance 405 nm; Schistosoma mansoni thioredoxin glutathione reductase (TGR), Q962Y6; hit rate 3% among 360,000; Potency, µM (series often up to 114 µM), for inactives: at the top dose activity change, negative = inhibition, actives largely listed as inhibitors; further: potency means the concentration at half of the fitted maximal effect; nearly all actives have a fitted effect of over 60% in size
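TGR 20 nM + NADPH 100 uM (dispensed conc.), cpd preinc 15 min RT; start with NADPH (500 uM addition) then DTNB (15 mM addition). Kinetic TNB absorbance, 405 nm filter. Four-parameter Hill fit across titration.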
LmPK inh – qHTS Assay for Inhibitors of Leishmania Mexicana Pyruvate Kinase (LmPK) | Potency, µM (series often up to 57.5 µM), for the others: top-dose activity change, negative = inhibition, usual class: inhibitors | hit rate 0.37% among 290,000 | Q27686 | AID 1721, 2009 | purified LmPK, Kinase-Glo ATP luminescence, 1 h; further: potency means the concentration at half of the fitted maximal effect
Target sequence (Q27686 whole entry, looked up): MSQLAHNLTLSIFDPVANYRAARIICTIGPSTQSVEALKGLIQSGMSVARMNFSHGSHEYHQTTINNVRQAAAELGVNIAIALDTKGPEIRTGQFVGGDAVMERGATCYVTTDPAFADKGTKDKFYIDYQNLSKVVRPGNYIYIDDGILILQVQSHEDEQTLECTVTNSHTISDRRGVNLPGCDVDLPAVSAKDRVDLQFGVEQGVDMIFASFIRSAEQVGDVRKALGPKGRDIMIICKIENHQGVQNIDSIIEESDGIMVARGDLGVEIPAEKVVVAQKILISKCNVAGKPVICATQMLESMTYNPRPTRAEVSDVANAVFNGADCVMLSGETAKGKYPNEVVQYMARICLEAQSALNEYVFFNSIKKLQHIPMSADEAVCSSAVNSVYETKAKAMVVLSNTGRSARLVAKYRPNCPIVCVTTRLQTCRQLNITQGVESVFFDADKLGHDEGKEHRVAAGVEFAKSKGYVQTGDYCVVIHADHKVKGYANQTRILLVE
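Pyruvate kinase activity monitored as ATP production (luciferase luminescence). Conditions: 0.1 nM enzyme, 0.5 mM PEP, 0.1 mM ADP, 1 h, RT; normalized against uninhibited and no-enzyme wells.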
AmpC detergent – qHTS Inhibitors of AmpC Beta-Lactamase (assay with detergent). hit rate 0.041% among 370,000. P00811. Potency, µM (titrated, usually from 114 µM), without a hit: at the top dose activity change, negative = inhibition, usual class: inhibitors. AID 485294, 2010. AmpC hydrolysis of nitrocefin, absorbance 480 nm, 0.01% Triton;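 further: potency means the concentration at half of the fitted maximal effect; 0% = no-compound wells and -100% = no-enzyme wells; nearly all actives have a fitted effect of over 25% in size; some results filed as inactive show a strong effect at the top dose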
Target sequence (P00811 whole entry, looked up): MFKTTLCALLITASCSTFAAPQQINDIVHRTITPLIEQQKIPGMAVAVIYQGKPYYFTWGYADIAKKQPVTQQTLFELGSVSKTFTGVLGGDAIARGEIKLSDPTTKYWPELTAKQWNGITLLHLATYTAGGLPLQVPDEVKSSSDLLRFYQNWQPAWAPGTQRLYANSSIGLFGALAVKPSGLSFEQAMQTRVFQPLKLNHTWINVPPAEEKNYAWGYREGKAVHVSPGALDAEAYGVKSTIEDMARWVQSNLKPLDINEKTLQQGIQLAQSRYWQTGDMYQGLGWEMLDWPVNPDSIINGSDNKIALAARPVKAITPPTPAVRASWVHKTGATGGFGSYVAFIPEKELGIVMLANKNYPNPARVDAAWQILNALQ
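AmpC (5.3 nM in the dispensed reagent) in 20 mM phosphate pH 7.0 with 0.01% (detergent screen) or 0.0001% Triton X-100 was preincubated with compounds for 15 min at room temperature. Nitrocefin was then added from an 800 uM solution, and hydrolysis was followed at 480 nm.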
AMA1 RON2 block – qHTS for Inhibitors of AMA1-RON; Towards Development of Antimalarial Drug Lead: Primary Screen; Plasmodium falciparum AMA1 (3D7) - RON2 peptide interaction; AlphaScreen AMA1-biotinylated RON2 peptide binding; Potency, µM (doses to about 58.2 µM), without a hit: at the top dose activity change, negative = inhibition, most hits filed as inhibitors; hit rate 0.2% among 360,000; AID 720542, 2013;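 further: potency means the concentration at half of the fitted maximal effect; 0% = vehicle wells and -100% = peptide control; nearly all actives have a fitted effect of over 45% in size; some results filed as inactive show a strong effect at the top dose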
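AMA1 (3D7) with his tag at 25 nM final met compounds first, then biotinylated RON2 peptide at 25 nM; detection used donor plus acceptor beads, 10 µg/mL apiece, read by AlphaScreen after 30 min at room temperature.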
Tb PYK inh – qHTS of Trypanosoma Brucei Inhibitors; TbPYK enzyme, Kinase-Glo Plus ATP luminescence, 45 min; pyruvate kinase (Trypanosoma brucei), Q57TT1; hit rate 0.12% among 410,000; AID 624173, 2012; Potency, µM (titrated, usually from 76.8 µM), inactives show at the top dose activity, negative = inhibition, most hits filed as inhibitors; further: potency means the concentration at half of the fitted maximal effect; nearly all actives have a fitted effect of over 50% in size
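Luminescent Kinase-Glo Plus end-point after 45 min room-temperature reaction of T. brucei pyruvate kinase started with 130 uM ADP (final). Buffer TEA 50 mM pH 7.2 with KCl, MgCl2, BSA, Tween-20; titration-based qHTS with fitted concentration-effect curves.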
AmpC inh no detg – qHTS Inhibitors of AmpC Beta-Lactamase (assay without detergent); P00811; AmpC nitrocefin hydrolysis, absorbance 480 nm, 0.0001% Triton; Potency, µM (highest dose often 57.1 µM), inactives show top-dose activity change, negative = inhibition, actives largely listed as inhibitors; hit rate 0.52% among 330,000;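 further: potency means the concentration at half of the fitted maximal effect; plate controls were no compound for no effect and no enzyme for full effect; nearly all actives have a fitted effect of over 20% in size; some results filed as inactive show a strong effect at the top dose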
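AmpC (5.3 nM in the dispensed reagent) in 20 mM phosphate pH 7.0 with 0.01% (detergent screen) or 0.0001% Triton X-100 was preincubated with compounds for 15 min at room temperature. Nitrocefin was then added from an 800 uM solution, and hydrolysis was followed at 480 nm.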
HCMV inh – qHTS Assay for inhibitors of the human cytomegalovirus (HCMV). AID 1259415, 2018. HFF cells, HCMV-luciferase reporter, 72 h; hits give low values. activity change, negative = inhibition, % at 57.5 µM. hit rate 4.5% among 410,000; in the data active means activity change below about -60%; inconclusive means no clear call, values can overlap the other calls; inactive means above about -39%
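Cell-based, HFFs, 1000 cells/well, 16 h 37C; cpds in DMSO + HCMV-luc, MOI 1 PFU/cell; 72 h 37C; OneGlo luminescence after 5 min RT; norm. to buffer vs Salinomycin 10uM.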
The depositor's hits bear a star; & = joins results of further samples; [ ] = dose if it differs, or a comment. Unless noted, the call rests on the fitted dose curve; in most records, active means well fitted curve in the direction sought with a large enough effect; inconclusive means small, poorly fitted or top-dose-only effect, or another doubt; inactive means no such curve, though single readings can be large; an effect the other way counts as inactive or inconclusive. Unless noted, on the % scale 0 is the no-effect control and ±100 the full control effect.

`CN(C)CCCN=Cc1c(O)n(Cc2ccc3c(c2)OCO3)c(=O)c2ccccc12` gave Sm TGR block 1%, LmPK inh -3%, AmpC detergent -4% and AmpC inh no detg 8%.
`O=C(NCCCN1CCCC1=O)c1ccc(Cl)c(S(=O)(=O)N2CCCCC2)c1` gave Sm TGR block -8%, AmpC detergent -12%, AMA1 RON2 block 8%, Tb PYK inh 3%, AmpC inh no detg 10% and HCMV inh -33.
`COc1ccc(NC(=O)CCC(=O)c2ccc(C(C)C)cc2)cc1` gave Sm TGR block -1%, LmPK inh -1%, AmpC detergent inconclusive, AMA1 RON2 block 0%, Tb PYK inh -11%, AmpC inh no detg -10% and HCMV inh 11.
For O=C(Cn1c(=O)c2ccccc2n(CC(=O)Nc2ccc(F)cc2)c1=O)NCCc1ccccc1 the results were Sm TGR block 4%, AmpC detergent -5%, Tb PYK inh 3% and HCMV inh 10.
`c1ccc(SCc2nc3ccccc3[nH]2)cc1` gave Sm TGR block 14%, LmPK inh -21%, AmpC detergent inconclusive, AMA1 RON2 block 43%, Tb PYK inh 3%, AmpC inh no detg -22% and HCMV inh 10.
`O=C(NC1CCCc2ccccc21)c1cccnc1` (stereo not given) gave Sm TGR block -12%, LmPK inh -5%, AmpC detergent inconclusive, AMA1 RON2 block -14%, Tb PYK inh 0%, AmpC inh no detg -2% and HCMV inh -19.
O=C(Cn1cnc2ccc(Br)cc2c1=O)c1cccs1 was read as Sm TGR block -4%, LmPK inh 0%, AmpC detergent -2%, AMA1 RON2 block 12%, Tb PYK inh 2% and AmpC inh no detg -16%.
`O=C(Cn1cnc2ccccc2c1=O)c1cccs1` gave Sm TGR block -3%, LmPK inh -1%, AmpC detergent inconclusive, AMA1 RON2 block -2%, Tb PYK inh 3%, AmpC inh no detg -14% and HCMV inh 0.
`O=C(Cn1c(=O)c2cccn2c2ccc(F)cc21)NCCCN1CCN(c2ccccc2F)CC1` gave Sm TGR block -30%, LmPK inh -10%, AmpC detergent 1%, AMA1 RON2 block 0%, Tb PYK inh -4%, AmpC inh no detg 27% and HCMV inh 30.
Screening CSc1ccc(CCNC(=O)c2ccc(-n3c(C)cc4c3CCCC4)cc2)cc1 returned Sm TGR block -7%, AmpC detergent 13%, Tb PYK inh 1% and HCMV inh -98*.
Screening O=C(NCCN1CCCC1=O)C1CCC(=O)N(CCc2cccc(F)c2)C1 (stereo not given) returned Sm TGR block -1%, LmPK inh 5%, AmpC detergent inconclusive, AMA1 RON2 block 8%, Tb PYK inh 4%, AmpC inh no detg -6% and HCMV inh -34.
For COc1ccc(-c2noc(N3CCC(C(=O)Nc4ccccc4OC)CC3)n2)cc1 the results were Sm TGR block 10%, LmPK inh -4%, AmpC detergent -17%, AMA1 RON2 block -3%, Tb PYK inh 1%, AmpC inh no detg 9% and HCMV inh inconclusive.
For CN(C)S(=O)(=O)c1ccc(C(=O)NCc2nnc(SCC(=O)Nc3ccc(F)cc3)n2-c2ccc(F)cc2)cc1 the results were Sm TGR block -3%, LmPK inh 0%, AmpC detergent inconclusive, AMA1 RON2 block 5%, Tb PYK inh 0%, AmpC inh no detg 76%[activator] and HCMV inh 8.
Screening CC(Oc1cccnc1[N+](=O)[O-])C(=O)Nc1cccc(Cl)c1 (stereo not given) returned Sm TGR block 6%, AmpC detergent 2%, AMA1 RON2 block 6%, Tb PYK inh -1%, AmpC inh no detg -11% and HCMV inh -2.
Screening O=C(O)CCCCCNC(=O)c1ccccc1Br returned Sm TGR block 85%[activator], LmPK inh -3%, AmpC detergent -9%, AMA1 RON2 block -14%, Tb PYK inh 1%, AmpC inh no detg 191%[activator] and HCMV inh 17.
O=C(CCNS(=O)(=O)c1ccc2[nH]c(=O)oc2c1)Nc1cccc(Br)c1 was read as Sm TGR block -2%, LmPK inh 12%, AmpC detergent inconclusive, AMA1 RON2 block -6%, Tb PYK inh -1%, AmpC inh no detg -52% and HCMV inh -29.
For CC(C)CN(C(=O)COC(=O)CCC(=O)c1ccc(Cl)cc1)c1c(N)n(Cc2ccccc2)c(=O)[nH]c1=O the results were Sm TGR block -1%, AmpC detergent inconclusive, AMA1 RON2 block -2%, Tb PYK inh 0%, AmpC inh no detg -13% and HCMV inh -17.
`CCCCCn1c(CN2CCN(c3cccc(Cl)c3)CC2)nc2c1c(=O)[nH]c(=O)n2C` gave Sm TGR block -2%, LmPK inh 1%, AmpC detergent -10%, AMA1 RON2 block -8%, Tb PYK inh 5%, AmpC inh no detg 168%[activator] and HCMV inh -39.
Screening Cc1cccn2c(=O)nc(SCC(=O)NCc3ccco3)nc12 returned Sm TGR block 2%, AmpC detergent inconclusive, AMA1 RON2 block -8%, Tb PYK inh -3%, AmpC inh no detg -7% and HCMV inh -6.
CCCC(=O)Nc1ccc2c(c1)nc(CCN1CCN(c3ccccn3)CC1)n2C was read as Sm TGR block -19%, LmPK inh -2%, AmpC detergent -9%, AMA1 RON2 block 4%, Tb PYK inh 0%, AmpC inh no detg -7% and HCMV inh -38.
Screening Cn1nc(Cc2n[nH]c(=S)n2C)c2ccccc2c1=O returned Sm TGR block -4%, LmPK inh 2%, AmpC detergent -6%, AMA1 RON2 block -18%, Tb PYK inh -10%, AmpC inh no detg -2% and HCMV inh -10.
COC(=O)C1=C(O)/C(=C\c2ccc(CNC(=O)C(=O)Nc3ccc(C)c(C)c3)o2)N=C1C was read as Sm TGR block 32µM*, LmPK inh 13%, AmpC detergent inconclusive, AMA1 RON2 block -5%, Tb PYK inh -11%, AmpC inh no detg -18% and HCMV inh -6.
CCOc1ccc(CCN2C(=O)C(=O)N([C@@H](CC(C)C)CN3CCC[C@H]3CN3C(=O)C(=O)NC[C@@H]3Cc3ccc(O)cc3)C[C@@H]2CC(C)C)cc1 was read as AMA1 RON2 block -4%, Tb PYK inh -10% and HCMV inh -37.
For Clc1ccc(-c2nnc(CCc3ccccc3)o2)c(Cl)c1 the results were Sm TGR block 5%, LmPK inh 4%, AmpC detergent inconclusive, AMA1 RON2 block 154%[activator], Tb PYK inh 2%, AmpC inh no detg -12% and HCMV inh 10.
Screening Cc1cc(C)cc(N2C(=O)NC(=O)/C(=C\c3cc(C)n(C)c3C)C2=O)c1 returned LmPK inh 2%, AmpC detergent -3%, AMA1 RON2 block 0%, Tb PYK inh -1%, AmpC inh no detg -2% and HCMV inh 61.
`COc1ccc(OC)c(S(=O)(=O)N2CCC(c3nc4ccccc4[nH]3)CC2)c1` gave Sm TGR block -2%, AmpC detergent -9%, AMA1 RON2 block -10%, Tb PYK inh 1%, AmpC inh no detg -34% and HCMV inh -2.
For O=C(/C=N/O)NCc1ccncc1 the results were Sm TGR block 0%, LmPK inh 0%, AmpC detergent 0%, AMA1 RON2 block 10%, Tb PYK inh -11%, AmpC inh no detg -14% and HCMV inh -32.
Screening Cc1ccc(-c2noc(COc3ccc(Br)c(C)c3)n2)cc1 returned Sm TGR block 3%, AmpC detergent 11%, Tb PYK inh 2% and HCMV inh -12.
Cn1c2c(c(=O)n(C)c1=O)C(c1cccc(F)c1)C(C#N)=C(N)O2 (stereo not given) was read as Sm TGR block -15%, LmPK inh 5%, AmpC detergent inconclusive, AMA1 RON2 block 13%, Tb PYK inh -7%, AmpC inh no detg -6% and HCMV inh -31.
`CCCCCN=C(N)N/N=C/c1c[nH]c2ccc(OC)cc12` gave AMA1 RON2 block -8%, Tb PYK inh -4%&1% and HCMV inh -100*.
Screening Cc1cccc(NC(=O)CSc2nnc3[nH]c(=O)cc(C)n23)c1C returned Sm TGR block 0%, AmpC detergent 1%, Tb PYK inh -8% and HCMV inh 40.
`Cc1c(C)c2cc3c4c(oc3c(C)c2oc1=O)CCCC4` gave Sm TGR block 5%, LmPK inh 0%, AmpC detergent -2%, AMA1 RON2 block 4%, Tb PYK inh -9%, AmpC inh no detg -21% and HCMV inh -14.
COc1ccc(CCNC(=O)COC(=O)c2ccc(S(=O)(=O)N3CCCC3)cc2)cc1OC was read as AMA1 RON2 block 10%, Tb PYK inh -4%, AmpC inh no detg 4% and HCMV inh 14.
Cc1onc(-c2c(F)cccc2Cl)c1C(=O)OCC(=O)NCc1ccccc1 was read as Sm TGR block 2%, AmpC detergent 10%, AMA1 RON2 block -4%, Tb PYK inh 3%, AmpC inh no detg -21% and HCMV inh 0.
`Cc1[nH]c(=O)c(C#N)c2c1CCCC2` gave Sm TGR block -6%, LmPK inh -7%, AmpC detergent 1%, AMA1 RON2 block 5%, Tb PYK inh -3%, AmpC inh no detg -41% and HCMV inh 37.

Gathered by group: those above with an aryl thioether with sulfur outside any ring (5)
`c1ccc(SCc2nc3ccccc3[nH]2)cc1` gave Sm TGR block 14%, LmPK inh -21%, AmpC detergent inconclusive, AMA1 RON2 block 43%, Tb PYK inh 3%, AmpC inh no detg -22% and HCMV inh 10.
Screening CSc1ccc(CCNC(=O)c2ccc(-n3c(C)cc4c3CCCC4)cc2)cc1 returned Sm TGR block -7%, AmpC detergent 13%, Tb PYK inh 1% and HCMV inh -98*.
For CN(C)S(=O)(=O)c1ccc(C(=O)NCc2nnc(SCC(=O)Nc3ccc(F)cc3)n2-c2ccc(F)cc2)cc1 the results were Sm TGR block -3%, LmPK inh 0%, AmpC detergent inconclusive, AMA1 RON2 block 5%, Tb PYK inh 0%, AmpC inh no detg 76%[activator] and HCMV inh 8.
Screening Cc1cccn2c(=O)nc(SCC(=O)NCc3ccco3)nc12 returned Sm TGR block 2%, AmpC detergent inconclusive, AMA1 RON2 block -8%, Tb PYK inh -3%, AmpC inh no detg -7% and HCMV inh -6.
Screening Cc1cccc(NC(=O)CSc2nnc3[nH]c(=O)cc(C)n23)c1C returned Sm TGR block 0%, AmpC detergent 1%, Tb PYK inh -8% and HCMV inh 40.
